Source: PubChem BioAssay (National Center for Advancing Translational Sciences (NCATS))
KCNH2 3.1 inh = KCNH2 3.1 (human) potassium channel inhibition. AID 720553. activity change, % (tested at about 1.8 µM). U2OS KCNH2 3.1, thallium flux FluxOr; stronger effect = lower value. 340,000 tested, 0.95% active;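 active = maximum activity change below -70%; inconclusive = maximum activity change from -70% to -50%; inactive = maximum activity change above -50%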;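 also: thallium influx rate constant from kinetic fluorescence after stimulation buffer; % is scaled to controls: 0 for no effect and ±100 for the full control effect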
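Measured as rate of thallium-driven FluxOr signal in transduced U2OS cells carrying the 3.1 channel, read kinetically for 2 min upon stimulation; values are rate constants scaled to DMSO control wells.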
MBNL1 CUG block = MBNL1-poly(CUG) RNA binding inhibition. AID 2675. Potency, µM (highest dose often 57.5 µM), without a hit: top-dose activity change, negative = inhibition, actives largely listed as inhibitors. TR-FRET MBNL1-His/biotin-(CUG)12 binding, 665/545 ratio. 280,000 tested, 0.036% active; active = well fitted inhibition curve with a large enough effect in the signal ratio, with a control signal flat, not every such curve was filed as active; inconclusive = small, poorly fitted or top-dose-only effect, or effect the other way, or a change in a side signal; inactive = no such curve, though single readings can be large or run the other way; the % refers to the signal ratio; also: potency is read from the fitted curve at half-maximal effect; % is scaled to controls: 0 for no effect and ±100 for the full control effect
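Ratiometric TR-FRET (665 over 545 nm, excitation 340 nm) tracks disruption of MBNL1-His/biotin-(CUG)12 complex after 60 min at room temperature, with compounds at 92 nM to 58 uM final.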
VP16 counter = Gal4-VP16 reporter inhibition counter-screen; Potency, µM (series often up to 53.6 µM), without a hit: at the top dose activity, negative = inhibition, actives largely listed as inhibitors; 310,000 tested, 3.5% active; Drosophila S2 Gal4-VP16 UAS-luciferase, luminescence, 20 h; AID 2546;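 also: Gal4-VP16 expression switched on by copper sulfate through the metallothionein promoter; potency is read from the fitted curve at half-maximal effect; % is scaled to controls: 0 for no effect and ±100 for the full control effect; nearly all actives have a fitted effect of over 50% in size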
FLuc counter = counter-screen for miR-21 project: firefly luciferase inhibitors or activators | purified FLuc, Km substrates, luminescence inhibition | Potency, µM (series often up to 57.5 µM), for inactives: at the highest dose activity change, negative = inhibition, hits mostly inhibitors | 360,000 tested, 6.9% active | AID 588342;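 also: potency is read from the fitted curve at half-maximal effect; plate controls were vehicle for no effect and reference inhibitor for full effect; nearly all actives have a fitted effect of over 55% in size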
Target sequence (P08659 whole entry, looked up): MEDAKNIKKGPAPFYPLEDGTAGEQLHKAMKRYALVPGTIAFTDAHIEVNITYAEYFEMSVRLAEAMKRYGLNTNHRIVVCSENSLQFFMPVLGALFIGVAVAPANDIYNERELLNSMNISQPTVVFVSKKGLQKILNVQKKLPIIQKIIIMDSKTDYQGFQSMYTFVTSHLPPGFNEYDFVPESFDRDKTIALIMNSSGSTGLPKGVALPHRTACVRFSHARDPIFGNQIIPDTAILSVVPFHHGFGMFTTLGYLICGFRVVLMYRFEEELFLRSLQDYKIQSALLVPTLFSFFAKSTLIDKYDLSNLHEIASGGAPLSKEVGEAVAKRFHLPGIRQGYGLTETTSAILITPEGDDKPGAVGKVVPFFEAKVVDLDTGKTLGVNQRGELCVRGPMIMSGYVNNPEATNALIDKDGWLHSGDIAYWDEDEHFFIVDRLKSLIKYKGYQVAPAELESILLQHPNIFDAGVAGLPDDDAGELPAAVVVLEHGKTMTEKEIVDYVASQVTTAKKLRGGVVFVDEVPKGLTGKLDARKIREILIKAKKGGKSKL
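Purified P. pyralis luciferase, 10 nM final, with Km-level 10 uM D-luciferin and 10 uM ATP in 50 mM Tris acetate pH 7.5, 10 mM Mg acetate, 0.01% Tween-20, 0.05% BSA; 6-point qHTS titration about 60 µM downward; luminescence read.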
ELG1 DNA repair = blocks ELG1-dependent DNA repair in HEK293T cells; Potency, µM (doses to about 46.1 µM), for inactives: at the highest dose activity change, negative = inhibition, most hits filed as inhibitors; 330,000 tested, 2.3% active; HEK293T ELG1-luciferase reporter, luminescence, 16 h; DNA damage induced by 5-fluorouridine; AID 504467; also: potency is read from the fitted curve at half-maximal effect; % is scaled to controls: 0 for no effect and ±100 for the full control effect; nearly all actives have a fitted effect of over 55% in size
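Quantitative HTS, concentration-response format. 2,000 cells/well co-treated with 5-fluorouridine and compound, 16 hr in 5% CO2 at 37 °C; ONE-Glo luminescence read after 30 min.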
PKM2 activator = PKM2 (human) enzyme activation | 260,000 tested, 0.34% active | Potency, µM (highest dose often 57.5 µM), inactives show at the top dose activation, hits mostly activators | AID 1631 | purified PKM2, Kinase-Glo ATP luminescence, activation; response scale: 0% is enzyme alone, no compound | P14618; also: potency is read from the fitted curve at half-maximal effect; % is scaled to controls: 0 for no effect and ±100 for the full control effect; nearly all actives have a fitted effect of over 55% in size
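ATP formation by purified human PK-M2, quantified via coupled luciferase luminescence after 1 h at room temperature with 0.1 mM ADP and 0.5 mM PEP final.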
Menin-MLL TR inh = menin-MLL binding inhibition, Texas Red mutant peptide. AID 1768. Menin + Texas Red MLL mutant peptide, fluorescence polarization. O00255. Potency, µM (titrated, usually from 61.6 µM), for the others: at the highest dose FP activity change, negative = inhibition, usual class: inhibitors. 270,000 tested, 0.23% active; active = well fitted inhibition curve with a large enough effect in the polarisation, with a control signal flat, not every such curve was filed as active; inconclusive = small, poorly fitted or top-dose-only effect, or effect the other way, or a change in a side signal; inactive = no such curve, though single readings can be large or run the other way; the % refers to the polarisation; also: potency is read from the fitted curve at half-maximal effect; % of control where 0% means no effect; many of its hits are not listed in these tables
Mito fusion act = mitochondrial division inhibition or fusion activation | S. cerevisiae fusion-defective mutant growth rescue, CellTiterGlo 48 h | Potency, µM (doses to about 46.1 µM), for inactives: at the top dose growth rescue (activation), most hits filed as activators | 320,000 tested, 0.23% active;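 also: potency is read from the fitted curve at half-maximal effect; % of control where 0% means no effect; nearly all actives have a fitted effect of over 45% in size; temperature-sensitive fusion mutants such as fzo1-1 at 37 °C on non-fermentable ethanol glycerol medium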
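Temperature-sensitive fusion-defective S. cerevisiae (e.g. fzo1-1, mgm1-5) were grown with compound in YPEG medium (3% ethanol, 3% glycerol) for 48 hours at 37C. Growth rescue was measured as viability by CellTiterGlo luminescence after 10 minutes at ambient.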
NPC1 prom act = activates the NPC1 promoter. AID 485313. 320,000 tested, 2.4% active. Potency, µM (doses to about 9.22 µM), for the others: at the highest dose activation, usual class: activators. Huh7 NPC1 promoter luciferase reporter, 24 h;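 also: potency is read from the fitted curve at half-maximal effect; % of control where 0% means no effect; nearly all actives have a fitted effect of over 60% in size; reporter is driven by a mutant NPC1 promoter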
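Compounds in DMSO were transferred onto Huh7 NPC1-luciferase reporter cells pre-incubated 2 h; after 24 h at 37 °C, Amplite reagent was dispensed and luminescence recorded 10 min later.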
RORgamma inh = blocks mouse ROR gamma transcriptional activity; 310,000 tested, 5.4% active; Drosophila S2 Gal4-RORgamma UAS-luciferase reporter, 20 h; P51450; Potency, µM (doses to about 53.6 µM), for inactives: at the highest dose activity change, negative = inhibition, hits mostly inhibitors; AID 2551; also: potency is read from the fitted curve at half-maximal effect; % is scaled to controls: 0 for no effect and ±100 for the full control effect; nearly all actives have a fitted effect of over 60% in size
Target sequence (P51450 whole entry, looked up, the tested form may be a part): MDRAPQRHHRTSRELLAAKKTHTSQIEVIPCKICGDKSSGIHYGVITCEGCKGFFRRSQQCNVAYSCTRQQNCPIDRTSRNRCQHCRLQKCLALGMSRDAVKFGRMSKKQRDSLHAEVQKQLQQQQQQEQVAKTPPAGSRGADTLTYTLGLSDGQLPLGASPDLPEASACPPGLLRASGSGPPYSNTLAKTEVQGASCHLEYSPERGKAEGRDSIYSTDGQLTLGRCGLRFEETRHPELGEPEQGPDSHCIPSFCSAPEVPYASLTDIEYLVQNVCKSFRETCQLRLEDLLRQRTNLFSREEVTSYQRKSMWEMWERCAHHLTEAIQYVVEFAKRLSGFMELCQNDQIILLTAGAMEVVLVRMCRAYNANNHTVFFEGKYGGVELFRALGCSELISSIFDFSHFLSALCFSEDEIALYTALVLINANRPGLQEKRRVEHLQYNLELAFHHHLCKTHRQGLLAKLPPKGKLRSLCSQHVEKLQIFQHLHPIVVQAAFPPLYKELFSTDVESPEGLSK
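Luminescence from a UAS-regulated Photinus luciferase reporter in stably transfected Drosophila Schneider cells is measured; decreased signal marks ROR gamma inhibition. Fusion expression is induced by 700 uM copper sulfate for 20 hr.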
Rab9 promoter act = activates the Rab9 promoter | 320,000 tested, 2.8% active | Huh7 Rab9 promoter-luciferase reporter, luminescence, 24 h | Potency, µM (titrated, usually from 9.22 µM), for the others: at the top dose activation, negative = inhibition, usual class: activators; also: potency is read from the fitted curve at half-maximal effect; % of control where 0% means no effect; nearly all actives have a fitted effect of over 60% in size
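Luciferase signal after 10 min detection reagent at ambient indicates Rab9 promoter upregulation; stably transfected Huh7 cells were treated 24 h with compound in DMSO at 37 °C, 5% CO2.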
An asterisk follows results filed as active; ? = inconclusive; . = no result given; [ ] = remark or other dose. Unless noted, calls follow the shape of the dose curve; as a rule, active = well fitted curve in the direction sought with a large enough effect; inconclusive = small, poorly fitted or top-dose-only effect, or another doubt; inactive = no such curve, though single readings can be large; an effect the other way counts as inactive or inconclusive. Some of the compounds tested. The share of hits here may be higher or lower than overall.

SMILES | KCNH2 3.1 inh | MBNL1 CUG block | VP16 counter | FLuc counter | ELG1 DNA repair | PKM2 activator | Menin-MLL TR inh | Mito fusion act | NPC1 prom act | RORgamma inh | Rab9 promoter act
CC(CCc1ccccc1)NC(=O)C1CCN(c2nnc(-n3cccc3)s2)CC1 (stereo not given) | -2.6 | -3.4% | -26.0% | -2.1% | 29.2% | 10.4% | -4.1% | 0.5% | -14.7% | -8.3% | 0.4%
CC12CCC(=O)N1C(C(=O)Nc1nc(-c3ccc(F)cc3)cs1)CS2 (stereo not given) | 3.7 | . | . | -4.3% | 8.3% | . | . | -0.4% | -0.6% | . | -3.0%
CC(C)NC(=O)c1onc(CSc2ccc(F)cc2)c1C(=O)O | 14.8 | -18.3% | -5.0% | -15.6% | 10.5% | -8.3% | -8.7% | 9.4% | 1.4% | -2.3% | 0.9%
COc1ccccc1NC(=O)C1CCCN(c2cc(C)nc3ncnn23)C1 (stereo not given) | -9.4 | -17.8% | -5.6% | 0.5% | 1.9% | 4.4% | 20.1% | 0.7% | 0.0% | ? | -1.2%
O=C(CN1CCSc2ccccc21)NCCCc1ccccc1 | 5.7 | 7.7% | 6.7%[10 µM] | ? | ? | 1.2% | ? | 6.3% | 0.4% | 17.8% | 5.5%
CC(=O)N1CCCN(Cc2cn(-c3cccc(C)c3)nc2-c2cccc(F)c2)CC1 | -1.7 | 11.4% | -13.1% | 16.9µM* | -8.2% | 0.0% | . | 3.4% | -3.8% | 7.6% | 0.5%
CSc1cccc(NC(=S)N(Cc2ccccc2)Cc2ccccn2)c1 | 7.5 | -5.1% | -8.4% | -3.9% | ? | 3.1% | 11.6% | -3.7% | -9.3% | 6.31µM* | -5.9%
CC1(C(=O)N2CCN(c3ccccc3)CC2)CC1(Cl)Cl (stereo not given) | 8.4 | -4.7% | -8.0% | -0.3% | -0.6% | 0.0% | -15.9% | 2.2% | -1.9% | ? | -4.1%
CCCC/C=C/C(NC(=O)c1ccc(-c2ccccc2)cc1)c1ccccc1 (stereo not given) | 20.2 | . | 0.8% | . | . | 3.0% | 14.9% | . | . | -23.6% | .
CCNC(=S)N(CCc1ccccc1C)Cc1cc2cc(OC)c(OC)cc2[nH]c1=O | -0.5 | 2.4% | -13.9% | 1.6% | 9.2µM* | 14.5% | 20.9% | -3.4% | 0.1% | 35.6% | 0.7%
Cc1c(C(=O)Oc2cccc3cccnc23)cccc1[N+](=O)[O-] | 4.1 | 5.0% | 3.16µM* | ? | -9.7% | -6.1% | -13.0% | 6.9% | -1.3% | 2.82µM* | -10.6%
COc1ccccc1NS(=O)(=O)c1cc(Cl)ccc1OC | -3.1 | 2.4% | -10.5% | 0.1% | -0.2% | -1.8% | 1.5% | -6.2% | ? | 2.2% | 6.1%
CCN(C(=O)CCN1C(=O)c2ccccc2S1(=O)=O)c1ccccc1 | 5.5 | . | . | -0.7% | 2.4% | . | . | -10.1% | -4.4% | . | -3.9%
CCOC(=O)N1CCN(C(=O)C2CCN(S(=O)(=O)c3ccc(Br)s3)CC2)CC1 | -6.6 | -1.7% | 2.8% | 7.6% | 0.0% | 15.4% | -4.6% | 2.3% | 2.2% | 13.2% | -1.0%
CCOC(=O)CSc1nn(C)c(=S)s1 | 4.2 | -9.1% | 2.1% | -3.3% | 16.1% | -0.2% | 8.2% | -4.3% | 0.7% | -20.6% | -2.0%
COC(=O)c1ccc(=O)n(Cc2ccc3c(c2)OCO3)c1 | 19.0 | -13.0% | -2.7% | 5.0% | -2.0% | -0.4% | -0.1% | 0.9% | -5.2% | 17.7% | -3.3%
O=C(Nc1cnc2ccccc2c1)N1CCOCC1 | -7.2 | 13.3% | 2.7% | ? | ? | -3.5% | 13.7% | -3.3% | ? | 6.3% | 25.4%
CC(C)OC(=O)C1C(=O)CC(C)(O)C(C(=O)OC(C)C)C1c1ccc([N+](=O)[O-])cc1 (stereo not given) | 7.7 | 4.5% | -8.5% | 2.4% | 8.8% | -8.0% | 9.6% | 6.4% | -7.3% | 22.4% | -4.5%
O=C(CCC(=O)Nc1ccccc1Cl)NNC(=O)c1ccco1 | 26.2 | . | 3.2% | 7.0% | 2.6% | -1.3% | 0.3% | -4.9% | -0.6% | -14.4% | -0.7%
O=C(Nc1cccc(F)c1)Nc1ccc2c(c1)OCO2 | -14.9 | 0.5% | -9.8% | 7.57µM* | ? | -20.1% | ? | -3.7% | 2.24µM* | 12.5% | 2.82µM*
COc1cc(C)nc(N2CCC(C(=O)NC3CCCCC3)CC2)n1 | 18.3 | 9.9% | 10.8% | 4.2% | 10.1% | -3.2% | 0.0% | -2.9% | 0.3% | -3.9% | 2.4%
COc1ccc(NC(=O)N2CCN(CCC#N)CC2)cc1 | 16.0 | -4.8% | -1.1% | -0.2% | 1.0% | 0.6% | -5.8% | 1.3% | 2.0% | 13.4% | 20.0%
CC(C)(C)n1nnnc1C(c1ccc2ncccc2c1)N1CCSCC1 (stereo not given) | 4.3 | 13.3% | -5.1% | -1.0% | ? | 3.0% | 6.2% | 15.5% | 0.2% | 10µM* | 1.3%
c1ccc2c(c1)OCCOCCOCCOCCOc1ccccc1OCCOCCOCCO2 | 14.8 | -6.3% | -6.0% | 2.8% | -27.2% | 6.8% | -3.0% | -4.1% | -12.7% | 12.9% | -18.4%
Cc1ccc(/C=C2\SC(=S)N(CCC(=O)NCCCN3CCOCC3)C2=O)cc1 | 19.1 | ? | 7.5% | ? | -14.6% | . | -9.0% | 20.2% | -1.7% | 22.8% | -2.5%
O=C(O)C(Oc1ccc2c(-c3ccccc3)cc(=O)oc2c1)c1ccccc1 (stereo not given) | 0.6 | 15.6% | 1.9% | -0.6% | -10.1% | 1.7% | . | -4.5% | -2.1% | 2.7% | 6.3%
O=C(NC(=O)c1ccccc1)C1=C(N2CCCC2)COC1=O | 21.6 | . | . | ? | ? | . | . | 1.9% | 2.24µM* | . | 1.26µM*
Cc1cccc(N2C(=S)NC3c4cc(Cl)ccc4OC2(C)C3C(=O)N(C)C)c1 (stereo not given) | 11.1 | 2.4% | -28.8% | 0.3% | -14.6% | 0.7% | -24.0% | -8.8% | -3.6% | ? | -0.3%
Cc1ccc(S(=O)(=O)N2CCC(C(=O)OC(C)C(=O)NCc3ccccc3)CC2)cc1C (stereo not given) | -3.2 | -1.7% | 3.6% | 4.3% | 0.4% | 18.5% | -17.8% | 0.5% | -1.4% | 25.9% | -2.1%
CNc1cncc(C(=O)O)c1 | 13.9 | 14.9% | 0.6% | -2.0% | -6.9% | -1.0% | -24.2% | 1.0% | -3.3% | 23.8% | -2.6%
CCn1c(SCC(=O)Nc2cccc(C)n2)nnc1-c1ccco1 | 13.1 | -11.6% | 12.5% | -1.6% | ? | 0.4% | -12.5% | 1.7% | 1.9% | 15.6% | 3.0%
Cc1ccc(N=C2SC(C(=O)O)CC(=O)N2C)cc1C (stereo not given) | -1.4 | -2.2% | -16.5% | -2.0% | -2.7% | -2.8% | 6.9% | -1.2% | -5.3% | -2.1% | 0.0%
O=C(CN(C(=O)CCC(=O)Nc1nccs1)c1ccc2c(c1)OCO2)NCC1CCCO1 (stereo not given) | -8.5 | -5.2% | 8.0% | 1.5% | -5.1% | 5.0% | 3.7% | -0.1% | 0.8% | ? | -4.6%
CC(=C/c1ccccc1)/C=N/n1cnnc1 | . | ? | 0.9% | 2.5% | -14.6% | 0.2% | 9.7% | -3.1% | 2.2% | 10.3% | -10.5%
CCOCCCNC(=S)N1CCN(Cc2ccc3c(c2)OCO3)CC1 | -3.9 | -10.6% | -0.1% | -1.5% | -13.2% | -5.2% | 8.3% | -0.8% | -3.1% | -4.0% | 0.8%
O=C(NNC(=O)c1ccc2nonc2c1)Nc1ccc(Cl)cc1 | 23.3 | ? | 4.6% | -12.4% | -10.6% | -0.2% | . | 1.5% | 1.6% | -2.3% | -0.6%
N#C/C(=C\c1ccco1)C(=O)Nc1cccc2ncccc12 | 2.6 | ? | 29.7% | 1.5% | -1.7% | -2.9% | 3.7% | -2.7% | -1.2% | ? | -0.1%
